Giardia FBPA inh = blocks Giardia fructose-bisphosphate aldolase activity. purified Giardia FBPA. A8B2U2. 290,000 compounds, 0.71% hits. Potency, µM (doses to about 59.6 µM), without a hit: top-dose activity, negative = inhibition, hits mostly inhibitors; further: potency means the concentration at half of the fitted maximal effect; nearly all actives have a fitted effect of over 55% in size
Target sequence (A8B2U2 whole entry, looked up): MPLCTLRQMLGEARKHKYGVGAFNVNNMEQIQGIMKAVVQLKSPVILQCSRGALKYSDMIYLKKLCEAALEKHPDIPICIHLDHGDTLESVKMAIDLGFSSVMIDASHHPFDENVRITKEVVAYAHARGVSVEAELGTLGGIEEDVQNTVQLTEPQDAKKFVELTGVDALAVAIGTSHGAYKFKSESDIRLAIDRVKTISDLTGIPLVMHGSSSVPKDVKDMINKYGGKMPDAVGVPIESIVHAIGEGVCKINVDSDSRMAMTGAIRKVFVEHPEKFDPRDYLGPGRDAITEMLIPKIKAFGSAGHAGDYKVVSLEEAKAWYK
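40 nM FBPA preincubated 10 min at RT with compound (up to 57.5 uM final), then substrate plus GAPDH/TPI/NAD/arsenate coupling and diaphorase/resazurin added. Fluorescence read after 20 min at RT, 525/598 nm.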
HCMV inh = inhibitors of human cytomegalovirus; AID 1259415; HFF cells, HCMV-luciferase reporter, 72 h; stronger effect = lower value; activity change, negative = inhibition, % at 57.5 µM; 410,000 compounds, 4.5% hits; in the data active means activity change below about -60%; inconclusive means no clear call, values can overlap the other calls; inactive means above about -39%
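Human foreskin fibroblasts infected with luciferase-reporter HCMV at MOI 1 PFU/cell, compounds at two doses. Luciferase measured 72 h post infection; normalized to buffer-only basal and Salinomycin (10uM) controls.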
Sm TGR block = S. mansoni TGR enzyme inhibition; Q962Y6; AID 485364; Potency, µM (highest dose often 114 µM), inactives show at the highest dose activity change, negative = inhibition, hits mostly inhibitors; purified TGR, DTNB reduction, TNB absorbance 405 nm; 360,000 compounds, 3% hits; further: potency means the concentration at half of the fitted maximal effect; nearly all actives have a fitted effect of over 60% in size
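TGR 20 nM + NADPH 100 uM (dispensed conc.), cpd preinc 15 min RT; start with NADPH (500 uM addition) then DTNB (15 mM addition). Kinetic TNB absorbance, 405 nm filter. Four-parameter Hill fit across titration.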
HCV inh = HCV inhibition; Huh7.5.1 HCVcc-Cre infection, luciferase reporter, 44 h; Potency, µM (series often up to 41.8 µM), for the others: at the highest dose activity change, negative = inhibition, actives largely listed as inhibitors; 340,000 compounds, 3.4% hits; further: potency means the concentration at half of the fitted maximal effect
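HCVcc-Cre virus at an moi near 0.5 was added right after compound to cells cultured 4 h from seeding (1,000 cells/well). Luciferase activity was determined 44 h later, 15 min after substrate addition at RT.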
AmpC inh detg = inhibitors of E. coli AmpC beta-lactamase with detergent; P00811; AmpC hydrolysis of nitrocefin, absorbance 480 nm, 0.01% Triton; Potency, µM (series often up to 114 µM), for inactives: top-dose activity change, negative = inhibition, actives largely listed as inhibitors; 370,000 compounds, 0.041% hits;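 further: potency means the concentration at half of the fitted maximal effect; 0% = no-compound wells and -100% = no-enzyme wells; nearly all actives have a fitted effect of over 25% in size; some results filed as inactive show a strong effect at the top dose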
Target sequence (P00811 whole entry, looked up): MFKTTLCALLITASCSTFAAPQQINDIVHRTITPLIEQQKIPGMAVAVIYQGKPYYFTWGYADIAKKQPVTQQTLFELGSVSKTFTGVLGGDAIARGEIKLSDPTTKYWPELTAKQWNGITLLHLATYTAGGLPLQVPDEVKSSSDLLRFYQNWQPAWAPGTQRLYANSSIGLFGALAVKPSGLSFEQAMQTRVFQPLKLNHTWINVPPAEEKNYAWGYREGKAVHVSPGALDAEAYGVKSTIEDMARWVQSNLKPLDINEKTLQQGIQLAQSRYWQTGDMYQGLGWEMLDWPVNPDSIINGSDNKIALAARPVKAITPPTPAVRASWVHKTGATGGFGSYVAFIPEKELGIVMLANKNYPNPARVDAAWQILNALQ
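20 mM phosphate pH 7.0 + 0.01% (detergent screen) or 0.0001% Triton X-100; 5.3 nM AmpC reagent; cpd preinc 15 min RT; nitrocefin (800 uM stock) to start; A480 q20 s × 4 min; Activity was normalised to no-enzyme and no-compound control wells.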
AmpC no deterg = inhibitors of E. coli AmpC beta-lactamase without detergent; P00811; AmpC nitrocefin hydrolysis, absorbance 480 nm, 0.0001% Triton; Potency, µM (doses to about 57.1 µM), for inactives: at the highest dose activity change, negative = inhibition, most hits filed as inhibitors; 330,000 compounds, 0.52% hits; AID 485341;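 further: potency means the concentration at half of the fitted maximal effect; plate controls were no compound for no effect and no enzyme for full effect; nearly all actives have a fitted effect of over 20% in size; some results filed as inactive show a strong effect at the top dose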
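20 mM phosphate pH 7.0 + 0.01% (detergent screen) or 0.0001% Triton X-100; 5.3 nM AmpC reagent; cpd preinc 15 min RT; nitrocefin (800 uM stock) to start; A480 q20 s × 4 min; Activity was normalised to no-enzyme and no-compound control wells.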
* marks the source's active call; other numbers are inactive results; ? = inconclusive; nt = no result given; & = joins results of further samples; [ ] = another dose, or the depositor's remark. Unless noted, the call rests on the fitted dose curve; in most records, active means well fitted curve in the direction sought with a large enough effect; inconclusive means small, poorly fitted or top-dose-only effect, or another doubt; inactive means no such curve, though single readings can be large; an effect the other way counts as inactive or inconclusive. Unless noted, on the % scale 0 is the no-effect control and ±100 the full control effect. The order is random (roughly 9.9% active in at least one column).

Start of the listing, in advance, 4 compounds:
#	canonical_smiles	Giardia FBPA inh	HCMV inh	Sm TGR block	HCV inh	AmpC inh detg	AmpC no deterg
1	COC(=O)C(C(=O)Nc1ncccn1)C1CCCCCC1 (centres undefined)	4.7%	6.8	7.3%	4.8%	4.9%	-4.3%
2	CC(C)c1ccc(NC(=O)NC2CCN(CC(=O)Nc3cccc4ccccc34)CC2)cc1	-2.8%	15.6	-0.3%	-28.8%	-5.5%	-34.9%
3	CC(C)/C=C/C(=O)N1CCC(N2CCC(C(=O)NCc3ccccn3)CC2)CC1	nt	-15.3	-22.6%	7.5%	3.6%	67.3%[activator]
4	COc1ccc(NC(=O)COC(=O)C2CC(=O)N(c3ccc(OC(C)C)cc3)C2)cc1 (centres undefined)	9.5%	10.7	-2.8%	5.5%	2.6%	-12.0%

This part in full (from the top)
#	canonical_smiles	Giardia FBPA inh	HCMV inh	Sm TGR block	HCV inh	AmpC inh detg	AmpC no deterg
1	COC(=O)C(C(=O)Nc1ncccn1)C1CCCCCC1 (centres undefined)	4.7%	6.8	7.3%	4.8%	4.9%	-4.3%
2	CC(C)c1ccc(NC(=O)NC2CCN(CC(=O)Nc3cccc4ccccc34)CC2)cc1	-2.8%	15.6	-0.3%	-28.8%	-5.5%	-34.9%
3	CC(C)/C=C/C(=O)N1CCC(N2CCC(C(=O)NCc3ccccn3)CC2)CC1	nt	-15.3	-22.6%	7.5%	3.6%	67.3%[activator]
4	COc1ccc(NC(=O)COC(=O)C2CC(=O)N(c3ccc(OC(C)C)cc3)C2)cc1 (centres undefined)	9.5%	10.7	-2.8%	5.5%	2.6%	-12.0%
5	CC(=O)c1ccccc1C(=O)N(C)C1CCCN(Cc2ccccc2F)C1 (centres undefined)	13.3%	32.1	-20.9%	16.0%	-0.3%	64.4%[activator]
6	COc1ccccc1C(=O)NC(=O)Nc1nc(-c2ccccc2)cc(C(F)(F)F)n1	-12.4%	-18.3	7.6%	-5.1%	-4.3%	-10.7%
7	Cc1ccc(NC(=O)C2CCN(c3nnc(C)c4c(C)n(-c5ccccc5)nc34)CC2)cc1Cl	nt	2.0	3.3%	nt	21.0%	nt
8	CC(=O)/C=C(\C)Nc1c(C)n(C)n(-c2ccccc2)c1=O	5.8%	-10.6	7.7%	8.3%	8.9%	-0.3%
9	Cc1cc(C)n2nc(SCC(=O)Nc3c(C)nn(-c4ccccc4)c3C)nc2n1	-3.5%	-5.1	-13.9%	-22.7%	2.7%	-15.4%
10	c1nc(Nc2ccc(N3CCOCC3)cc2)c2ccsc2n1	-19.5%	0.0	-12.3%	-27.3%	-4.2%	-14.6%
11	O=C(/C=C/c1c(F)cccc1Cl)N1CCOCC1	nt	23.2	-9.6%	-0.9%	2.1%	-9.6%
12	O=C(Nc1ccc(N2C(=O)c3cccc4cccc(c34)C2=O)cc1)c1ccc(N2CCCCC2)c([N+](=O)[O-])c1	1.0%	?	-4.9%	1.7%	0.8%	-31.5%
13	CC(=O)Nc1cc(NC(C)=O)ncn1	-0.9%	4.9	9.2%	3.2%	-4.4%	-0.5%
14	CN(CC(=O)NCCc1ccccc1)CC(=O)Nc1cccc(F)c1	nt	30.3	nt	-17.8%	nt	19.6%
15	Cc1cccc(C(=O)NCC(c2ccc3c(c2)OCO3)N2CCN(c3ccccc3F)CC2)c1 (centres undefined)	nt	-6.2	-2.4%	nt	-3.0%	nt
16	CC(=O)Nc1ccc(SCCC2CCCCN2C)cc1 (centres undefined)	-12.8%	-5.2	-23.0%	4.0%	3.0%	-4.8%
17	O=C(CSc1nc2ccccc2nc1Cc1ccc(Cl)cc1)N1CCc2ccccc21	nt	0.0	0.5%	nt	22.6%	nt
18	O=C(CN1CCN(S(=O)(=O)c2ccc(Br)cc2)CC1)Nc1ccccc1C(=O)c1ccccc1	4.7%	?	-17.2%	?	-8.8%	-29.7%
19	CC(C)(C)c1cc(CCC(=O)NNC(=O)c2ccco2)cc(C(C)(C)C)c1O	1.2%	-26.7	-7.4%	?	-3.4%	-9.7%
20	Cc1ccc(CNS(=O)(=O)c2ccc(C)s2)cc1	nt	0.0	1.5%	6.1%	-2.9%	-17.6%
21	CS(=O)(=O)C1=NN2C(=N)/C(=C\c3ccc(OCCOc4ccccc4)cc3)C(=O)N=C2S1	-0.1%	nt	-3.4%	18.8%	1.6%	-27.3%
22	CCCCSCCCNC(=O)c1cn(C)c2ccc(S(=O)(=O)N3CCCCCC3)cc2c1=O	nt	1.5	-1.3%	nt	7.1%	nt
23	CCOC(=O)c1nnc2c(Br)c(-c3ccccc3)nn2c1C	-0.2%	2.2	-22.7%	-20.8%	?	-28.2%
24	CCN(CC)CC#CCC(O)(c1ccccc1)c1ccc(Br)cc1 (centres undefined)	0.9%	-61.8*	-23.5%	10µM*	-0.2%	73.5%[activator]
25	Cc1ccc(NCc2nnc3n2CCCCC3)c(C)c1	4.5%	-23.2	6.0%	9.1%	8.5%	-4.4%
26	C[C@@H]1C=C[C@](Cc2ccccc2)(C(=O)NCC2CC2)N1C(=O)c1ccccc1	-6.9%&2.3%	56.6	-13.9%	-9.7%[8.37 µM]	?	16.9%
27	O=C(Nc1ccccc1C(=O)NCc1ccco1)Nc1cccc2ccccc12	-5.3%	?	-17.6%	11.2µM*	-5.1%	20µM*
28	CCN(CC)C(=O)CP(=O)(c1ccccc1)c1ccccc1	8.5%	15.0	6.3%	20.8%	-12.4%	-17.5%
29	CC(C)CCOc1ccc(C(=O)N2CCN(c3ncccn3)CC2)cc1	8.1%	29.8	7.9%	-4.8%	1.1%	72.1%[activator]
30	Cc1ccc(N(C(=O)c2cccs2)C2C=CS(=O)(=O)C2)cc1 (centres undefined)	1.2%	-19.7	-1.7%	4.3%	8.7%	-18.8%
31	COc1ccc(-c2nnc(C3CCN(S(=O)(=O)c4ccccc4)CC3)o2)cc1	1.6%	nt	6.4%	-11.8%	?	91.0%[activator]
32	COc1ccc(C)cc1NC(=O)c1cc2c(s1)-c1ccccc1SC2	nt	-16.5	2.9%	nt	16.8%	nt
33	O=C(CCNC(=O)N1CC(=O)Nc2ccccc21)NCc1cccc(Cl)c1	nt	0.9	2.8%	28.3%	2.8%	-0.2%
34	CCC1(CC)NC(=O)N(CC(=O)OCC(=O)NC(=O)c2ccccc2)C1=O	3.1%	-39.9	-2.4%	24.8%	?	-10.5%
35	Cc1ccc(CNC(=O)c2oc3ccc(S(=O)(=O)N4CCOCC4)cc3c2C)cc1	-1.0%	-31.0	-3.1%	?	?	50.7%
36	CC(NC(=O)CCCN1C(=O)CCn2nc(-c3cn(C)c4ccccc34)cc21)c1ccccc1 (centres undefined)	nt	-39.8	1.6%	nt	-3.3%	nt
37	COc1ccc(CNC(=S)N/N=C/c2ccncc2)cc1	-0.4%	?	-0.5%	-12.0%	-13.4%	-17.6%
38	COc1ccc(C(CNc2ccc(S(=O)(=O)N3CCN(C)CC3)cc2[N+](=O)[O-])N(C)C)cc1 (centres undefined)	nt	-19.3	-1.9%	10µM*	0.0%	-4.3%
39	O=[N+]([O-])c1ccc(N2CCNCC2)c(Cl)c1	4.4%	32.9	nt	?	5.3%	-7.4%
40	COc1ccc(C2C(C(=O)NCc3ccccn3)c3ccccc3C(=O)N2C)cc1OC (centres undefined)	-7.2%	57.3	-5.5%	9.4%	-2.2%	21.5%
41	CCN(CC)c1ccc(C(=O)OCC(=O)c2ccco2)cc1	1.1%	-0.6	0.5%	-22.7%	?	-15.1%
42	CCNc1nc(NC#N)nc(SCC(=O)OCC)n1	-7.5%	25.0	-5.1%	11.8%	?	-11.5%
43	C=CCn1c(C)cc(C(=O)CSc2nc3ccccc3[nH]2)c1C	-3.6%	-92.3*	0.5%	6.31µM*	2.7%	-45.7%
44	CCOC(=O)C1CCCN(C(=O)c2cc(-c3ccncc3)nc3ccccc23)C1 (centres undefined)	nt	-22.9	-5.5%	-0.3%	?	9.7%
45	CCOC(=O)C1=C(N)Oc2ccc3ccccc3c2C1c1ccc(O)cc1 (centres undefined)	-1.7%	25.4	2.2%	-7.1%	1.1%	-35.1%
46	O=C(c1ccc2nc(N3CCCCC3)sc2c1)N1CCN(Cc2ccc3c(c2)OCO3)CC1	-0.7%	?	-8.1%	?	?	31.6µM*
47	CCOc1ccc(NC(=O)c2nsc(Cl)c2Cl)cc1	-1.6%	41.1	0.0%	?	7.4%	-4.4%
48	O=c1[nH]c(=O)n(Cc2ccco2)c(O)c1C=NC1CC1	0.9%	-8.1	-26.9%	10.3%	-10.1%	-11.3%
49	CCOC(=O)C1CCN(S(=O)(=O)c2ccc3c(c2)CC(=O)N3C)CC1	-29.3%	-4.6	-21.6%	2.7%	-5.1%	40.1%
50	COc1ccc(Nc2nc(-c3cccc(Cl)c3)c3c(n2)-c2ccccc2OC3)cc1	nt	-24.7	-3.0%	nt	14.7%	nt
51	COc1ccc([C@@H]2CC=C(C(=O)O)[C@H](c3ccc(Cl)cc3)N2S(=O)(=O)c2ccc(Cl)cc2)cc1	nt	-3.2	?	-0.6%	?	-20.1%
52	Cc1ccc(CCNC(=O)CN(c2ccc(C(C)C)cc2)S(=O)(=O)c2c(C)nn(C)c2C)cc1	nt	-10.8	-8.9%	nt	12.3%	nt
53	Cc1cc(-c2nnc(CCC(=O)NCc3ccc(OC(F)(F)F)cc3)o2)no1	3.4%	-12.1	3.0%	6.6%	1.3%	44.2%
54	COc1ccc(N2C(=O)C3CCCN3C2c2cc(OC)c(OC)cc2OC)cc1 (centres undefined)	-5.8%	-4.4	1.8%	9.3%	-10.9%	10.8%
55	CCCc1nc(NC(C)=O)c(C#N)c(-c2ccco2)c1CC	-16.7%	24.7	-33.6%	0.8%	-17.0%	2.9%
56	Cc1ccc(S(=O)(=O)NC2CCOC(C)(C)C2)cc1 (centres undefined)	4.3%	-13.6	?	-8.0%	-4.3%	-8.0%

Following part
#	canonical_smiles	Giardia FBPA inh	HCMV inh	Sm TGR block	HCV inh	AmpC inh detg	AmpC no deterg
57	N/C(Cc1ccc(Cl)cc1)=N\OC(=O)c1ccc2ccccc2c1	7.3%	9.5	2.0%	31.6µM*	?	-25.6%
58	CC1(C)CC(NCc2cccc([N+](=O)[O-])c2)CC(C)(C)N1	6.4%	64.2	4.9%	-24.8%	-2.9%	-19.8%
59	COC(=O)c1sccc1NC(=S)N1CC(C)CC(C)C1 (centres undefined)	-4.0%	-20.2	8.3%	-5.2%	2.6%	-18.5%
60	CC1CCc2c(nc3ncnn3c2NCCN(C)C)C1 (centres undefined)	-9.8%	-0.2	-1.9%	3.6%	-0.7%	-17.5%
61	O=C(Oc1cccnc1)c1cc2ccccc2oc1=O	0.9%	-12.6	-35.0%	6.0%	?	-27.4%
62	Cc1ccc(C)c(OCC(=O)Nc2sc3c(c2C#N)CCCC3)c1C	nt	-17.4	-1.9%	nt	0.5%	nt
63	Cn1c(N)c(C(=O)COC(=O)c2cc(C(F)(F)F)nc3ccccc23)c(=O)n(C)c1=O	-0.3%&-5.2%	12.0	-1.9%	-6.0%[8.37 µM]	-4.9%	-8.0%
